M17LAP inhibition: P. falciparum M17LAP inhibitors, primary screen, biochemical, fluorogenic H-Leu-NHMec substrate, 1536-well (AID 1619); inhibition, % at 30 µM; hits with a dose series show IC50 in µM; recombinant M17LAP, H-Leu-NHMec fluorogenic kinetic assay; higher % means a stronger effect; Leucine aminopeptidase (Plasmodium falciparum (isolate 3D7)); 220,000 tested, 0.38% active;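 active means compound inhibiting the enzyme by more than half at any dose during confirmatory dose-response retesting; inconclusive means strong single-dose inhibitors picked by rank but not retested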;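 further: plate controls were full reaction with DMSO carrier for no effect and no enzyme background for full effect; strong numbers were not always called active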
Siah-1 displacement: Siah-1 peptide-binding antagonists, primary screen, biochemical, fluorescence polarization, rhodamine-plectin, uHTS (AID 1817). E3 ubiquitin-protein ligase SIAH1 (Homo sapiens). Siah-1 / rhodamine-plectin peptide fluorescence polarization; higher % means a stronger effect. displacement, % at 20 µM, or IC50 in µM where a hit was titrated. 290,000 tested, 0.02% active;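 active means displacement of at least 50% at 20 µM, with a fluorescence ratio check between 0.3 and a set limit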;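 further: plate controls were Siah plus tracer with DMSO for no effect and tracer alone without Siah for full effect; strong numbers were not always called active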
West Nile virus CPE: West Nile virus antiviral activity, cell-based, CPE readout (AID 1621) | 290,000 tested, 0.02% active | one-dose CPE inhibition, % at 10 µM; IC50 in µM for titrated hits | West Nile virus-infected cells, CPE inhibition; higher % means a stronger effect; in the data active means a potency from the dose series; inconclusive means CPE inhibition mostly from about 3.7% at the one dose, without a potency; inactive means the rest, 99 in 100 with CPE inhibition below about 2.2%; further: strong numbers were not always called active
XIAP displacement: XIAP antagonists, biochemical, IAP family, fluorescence polarization (AID 1018); XIAP BIR domain, fluorescence polarization peptide displacement; higher % means a stronger effect; displacement, % at 20 µM, or IC50 in µM where a hit was titrated; 200,000 tested, 0.007% active; in the data active means displacement above about 50%; further: a part of the inactive calls stands beside numbers as strong as those of hits
P. falciparum M1AAP: P. falciparum M1AAP inhibitors, biochemical, fluorogenic H-Leu-NHMec substrate, 1536-well (AID 1445); inhibition, % at 30 µM; hits with a dose series show IC50 in µM; recombinant M1AAP, H-Leu-NHMec fluorogenic kinetic assay; higher % means a stronger effect; 220,000 tested, 0.42% active; Aminopeptidase N (Plasmodium falciparum (isolate 3D7));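 active means primary inhibition above the hit cutoff, then over 50% inhibition at one or more dose response concentrations, cut at about 23% in these data, passing the limit was not always enough; inconclusive means conflicting primary data, or primary hits not chosen for dose response; inactive means low primary inhibition, or under 50% at every dose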;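 further: plate controls were DMSO full reaction for no effect and no enzyme background for full effect; strong numbers were not always called active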
Yfh1-depleted yeast: enhancers of respiration in Yfh1-depleted yeast, dose response, Friedreich's ataxia, plus single-dose screen (AID 1465) | S. cerevisiae Yfh1-off respiration, WST-1 reduction, 72 h; higher fold induction means a stronger effect | fold induction at 50 µM; hits with a dose series show EC50 in µM | 220,000 tested, 0.074% active;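 active means fold induction of absorbance versus untreated yeast above a set limit, then at least 30% activation at any dose in follow-up; inconclusive means repeats straddling the limit, or above it without dose testing; inactive means fold induction below the set limit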;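 further: activators that raise dye reduction in frataxin-depleted yeast; strong numbers were not always called active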
human PMI inhibitors: human PMI inhibitors, high substrate, primary screen, biochemical, fluorescence intensity, high mannose 6-phosphate (AID 1220); recombinant PMI enzyme, coupled fluorescence intensity; higher % means a stronger effect; Mannose-6-phosphate isomerase (Homo sapiens); 190,000 tested, 0.66% active; one-dose inhibition, % at 20 µM; IC50 in µM for titrated hits; in the data active means inhibition above about 50%
CSM14.1 death rescue: rescue of cells from ER stress-induced death, primary screen, 384-well, CSM14.1, thapsigargin, ATP luminescence (AID 1222); CSM14.1 thapsigargin-induced death rescue, ATP luminescence; higher % means a stronger effect; 190,000 tested, under 10 active; one-dose cellular ATP content (survival), % at 20 µM; EC50 in µM for titrated hits;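 active means EC50 below 50 µM in the dose-response confirmation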;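 further: death triggered by thapsigargin at about 15 µM added after 2 h compound pretreatment; cell ATP read after overnight thapsigargin exposure of roughly 18 to 22 hours; normalized against plate controls of thapsigargin alone and 5% DMSO vehicle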
Salmonella PhoP GFP: inhibitors of PhoP regulon expression, primary screen, Salmonella Typhimurium, GFP reporter (AID 1863) | S. Typhimurium PhoP-regulated promoter GFP reporter, 4 h; higher % means a stronger effect | one-dose inhibition, % at 50 µM; IC50 in µM for titrated hits | 300,000 tested, 0.16% active;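 active means inhibition over 29.93%, a cutoff 3 SD above the screen mean, later confirmed by dose response; inconclusive means inhibition over 29.93% but no dose response follow-up; inactive means inhibition at most 29.93% or unconfirmed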;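 further: 0% = low Mg2+ inducing control and 100% = high Mg2+ repressing control; strong numbers were not always called active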
* marks the source's active call; other numbers are inactive results; i = inactive; ? = inconclusive; · = not tested or not shown.

Preview:
SMILES	M17LAP inhibition	Siah-1 displacement	West Nile virus CPE	XIAP displacement	P. falciparum M1AAP	Yfh1-depleted yeast	human PMI inhibitors	CSM14.1 death rescue	Salmonella PhoP GFP
CCOC(=O)C1(CC2CCCCO2)CCN(Cc2c(C)cc(C)cc2-n2cccn2)CC1 (stereo unspecified)	-3%	1%	-1.2%	-6.6%	-4%	i	-3%	-2.3%	-3%
Cc1ccc(S(=O)(=O)NC(=O)c2cc(C)n(CCCN3CCOCC3)c2C)cc1	16%	-1%	·	-4.2%	11%	·	0%	-3.6%	-13%

The list itself, from the start:
SMILES	M17LAP inhibition	Siah-1 displacement	West Nile virus CPE	XIAP displacement	P. falciparum M1AAP	Yfh1-depleted yeast	human PMI inhibitors	CSM14.1 death rescue	Salmonella PhoP GFP
CCOC(=O)C1(CC2CCCCO2)CCN(Cc2c(C)cc(C)cc2-n2cccn2)CC1 (stereo unspecified)	-3%	1%	-1.2%	-6.6%	-4%	i	-3%	-2.3%	-3%
Cc1ccc(S(=O)(=O)NC(=O)c2cc(C)n(CCCN3CCOCC3)c2C)cc1	16%	-1%	·	-4.2%	11%	·	0%	-3.6%	-13%
O=C(Cn1nnc2ccccc2c1=O)Nc1cc(C(F)(F)F)ccc1N1CCOCC1	6%	-1%	-0.3%	0.8%	2%	i	8%	-0.9%	-16%
CCCCS(=O)(=O)C(=C1Nc2ccccc2N1)S(=O)(=O)CCCC	4%	-1%	-0.3%	-3.6%	10%	i	-14%	-1.4%	-10%
CCN(CC)S(=O)(=O)c1ccc(/C=C/C(=O)OCC(=O)c2c(N)n(C)c(=O)n(C)c2=O)cc1	-5%	-1%	?	0.0%	0%	i	-4%	-0.2%	4%
Cc1ccc([N+](=O)[O-])cc1NC(=O)C1CCN(S(C)(=O)=O)CC1	5%	1%	0.8%	-9.5%	5%	i	11%	-0.3%	15%
CN(CC(=O)NCC1CCCO1)S(=O)(=O)c1cc(Cl)ccc1Cl (stereo unspecified)	-5%	0%	-0.1%	-4.7%	1%	i	-4%	-0.5%	-1%
O=S(=O)(c1ccccc1)N1CCCC1c1nc2ccccc2s1 (stereo unspecified)	-2%	7%	-1.8%	0.8%	2%	i	-2%	-1.5%	-5%
COc1ccc(CCNC(=O)COc2ccc(S(=O)(=O)N3CCOCC3)cc2)cc1	-1%	3%	0.2%	-1.4%	6%	i	9%	-3.4%	-13%
COc1ccc(C(=O)NC(=S)Nc2ccc3c4c(cccc24)CC3)cc1OC	1%	3%	-1.1%	-2.9%	5%	i	38%	0.8%	-5%
COc1ccc(NC(=O)Nc2ccc(OC)cc2)cc1	-2%	-1%	·	-2.2%	-4%	·	-8%	-3.5%	9%
Cc1c(Br)c([N+](=O)[O-])nn1CC(=O)Nc1cccc2nonc12	18%	-5%	0.0%	-2.8%	-2%	i	17%	0.9%	-2%
N#CC1=C(N)OC2=C(C(=O)CCC2)C1C1CC=CCC1 (stereo unspecified)	-7%	-4%	-0.5%	1.5%	16%	i	7%	2.3%	15%
Cc1ccc2nc(NCC(=O)NN)nc(-c3ccccc3)c2c1	14%	-3%	-0.3%	·	6%	i	·	·	-3%
Cc1ccc(OCC(=O)Nc2c[nH]c(=O)[nH]c2=O)cc1C	5%	2%	0.0%	-1.3%	-3%	i	-12%	-1.4%	0%
COc1ccc(S(=O)(=O)N(C)C)cc1NC(=O)CSc1nc(N)cc(N)n1	0%	2%	0.8%	·	1%	i	·	·	4%
CC(C)C1N(C(N)=S)N=CC1(C)C (stereo unspecified)	-1%	0%	-0.2%	·	8%	i	·	·	-11%
COc1ccc(Cc2noc(COc3ccc(Cl)cc3)n2)cc1	1%	3%	-0.3%	-2.3%	8%	i	10%	-1.8%	-2%
O=C1c2ccccc2C(=O)N1CCc1nc(-c2ccncc2)no1	0%	2%	-0.5%	-4.5%	-5%	i	6%	1.4%	-4%
COc1ccccc1NC(=O)CSC1CC(=O)N(c2ccc3c(c2)OCO3)C1=O (stereo unspecified)	2%	-1%	-0.3%	-8.9%	12%	i	9%	-0.9%	-11%
CCC(CC)C(=O)NC12CC3CC(CC(C3)C1)C2	-8%	-4%	0.2%	4.6%	0%	i	2%	-1.1%	6%
CCOC(=O)c1ccc(NC(=O)c2c(NC(=O)CCC(=O)O)sc3c2CCCCC3)cc1	4%	-3%	0.4%	-6.8%	4%	i	-93%	2.0%	-5%
COc1ccc(N2CCN(c3cc(C)c4cccc(C)c4n3)CC2)cc1	6%	4%	-0.5%	-2.1%	-3%	i	1%	-0.3%	4%
O=C(c1ccc(N2CCNCC2)cc1)c1cccnc1	40%	-1%	0.1%	-2.1%	9%	i	2%	-2.1%	4%
O=C(C1=C[C@H](c2ccc(Br)cc2)C[C@H](OCCCCO)O1)N1CCOCC1	0%	5%	-0.8%	-7.5%	5%	i	12%	0.1%	-6%
CC1(C)CC(CC(=O)O)(c2ccc(F)cc2)CCO1 (stereo unspecified)	17%	1%	-0.1%	-4.4%	6%	i	3%	0.0%	2%
CCOC(=O)c1c(C)cc(=O)oc1C	14%	-4%	0.6%	-6.9%	7%	i	4%	-1.8%	2%
O=C(Cn1c2ccccc2c(=O)c2ccccc21)N/N=C/c1cc([N+](=O)[O-])ccc1N1CCCCCC1	0%	6%	0.0%	-0.3%	4%	i	-4%	1.1%	-12%
CC(=O)Nc1ccc(S(=O)(=O)Oc2ccccc2N2CCCCC2)cc1	18%	0%	0.5%	·	4%	i	·	·	-3%
Cc1cc(C)n2c(SCC(=O)NCc3ccco3)nnc2n1	0%	0%	-0.1%	-6.7%	7%	i	3%	-1.5%	34%
COc1ccc(-c2cn3cccc(C)c3n2)cc1Br	-11%	-2%	-0.8%	-5.3%	10%	i	0%	-4.3%	-10%
COC(=O)[C@@H](NC(=O)NC(C)CCc1ccccc1)C(C)C (stereo partly specified)	-1%	1%	0.3%	0.8%	23%*	i	2%	-0.8%	-5%
COc1ccc(/C=N/NC(=O)c2cnccn2)cc1O	9%	0%	0.0%	-3.6%	16%	i	2%	-1.5%	6%
COc1ccc(CCN=C(N)NS(=O)(=O)c2ccc(C)c(C)c2)cc1	-3%	6%	0.2%	-10%	2%	i	-12%	0.7%	2%
C=CCn1c(SCC(=O)NC23CC4CC(CC(C4)C2)C3)nc2cc(C(=O)O)ccc2c1=O	21%	-3%	0.1%	-6.8%	3%	i	-10%	·	-7%
COc1ccc(Nc2nnc(C)c3ccccc23)cc1C(N)=O	17%	1%	0.1%	-1.2%	6%	i	5%	-1.5%	-4%
COC(=O)CC1SC(=O)NC1=Nc1ccc(O)cc1 (stereo unspecified)	-4%	6%	0.4%	-5.8%	10%	i	-4%	-0.2%	7%
Cc1ccc(C2=Nc3ccc(Br)cc3C(c3ccncc3)=NN2)cc1	-3%	-7%	-1.4%	0.6%	0%	i	·	1.2%	-5%
COc1ccc(C(C(=O)NCc2ccccc2)N(Cc2ccco2)C(=O)c2cnccn2)cc1 (stereo unspecified)	16%	i	0.0%	-4.5%	3%	i	3%	-1.6%	-1%
CC(=O)c1c(C)[nH]c(C(=O)OCC(=O)Nc2cc(Cl)ccc2[N+](=O)[O-])c1C	-6%	0%	-0.6%	-2.3%	8%	i	6%	-0.1%	13%
CCCCOc1ccc(-c2csc(N)n2)cc1[N+](=O)[O-]	-15%	-3%	-1.3%	-3.5%	10%	i	3%	-3.0%	-6%
O=C1c2cccc3cccc(c23)C(=O)N1CCN1CCN(CC(O)COc2ccc3ccccc3c2)CC1 (stereo unspecified)	-6%	-4%	-1.0%	-9.9%	2%	i	-2%	3.0%	19%
O=C(CCn1cccc1)NCc1ccccc1	6%	0%	0.0%	-1.4%	-2%	i	1%	0.4%	2%
O=C(NC12CC3CC(CC(C3)C1)C2)C12CC3CC(C1)CC(n1cnc(Cl)n1)(C3)C2	-16%	-1%	-0.6%	-1.7%	1%	i	-1%	1.8%	8%
CCCS(=O)(=O)c1nc(S(=O)(=O)c2ccc(C)cc2)c(NCc2ccc3c(c2)OCO3)s1	0%	-5%	-1.4%	-16%	5%	i	4%	0.0%	-12%
O=C(Cn1c(=O)n(-c2ccccc2)c(=O)c2oc3ccccc3c21)Nc1ccccc1	0%	0%	-1.0%	-4.0%	3%	i	6%	-2.1%	-14%
COc1cccc(Nc2ccc(C(=O)O)cc2[N+](=O)[O-])c1	-3%	10%	0.3%	-5.6%	9%	i	2%	2.4%	-16%
CCCCC/C=C\C[C@H](O)/C=C/c1cccc(C[C@H](O)CCCCO)n1	15%	4%	-0.1%	-6.0%	11%	i	8%	-1.4%	2%
COc1ccc(C2=Nn3c(nnc3-c3ccccn3)SC2)cc1OC	-2%	0%	1.7%	5.0%	10%	i	-4%	-0.5%	0%
CCC1CCCCN1C(=O)Cn1c(=O)oc2ccccc21 (stereo unspecified)	-16%	4%	0.4%	-6.9%	9%	i	6%	-1.1%	1%
C=CCC1c2cccc(C(=O)O)c2C(=O)N1c1cccc(C)c1 (stereo unspecified)	5%	4%	0.0%	-5.4%	-1%	i	1%	0.8%	0%
Cc1ccc(/C=N\Nc2nc3ccc(Cl)cc3[nH]2)o1	-7%	-3%	-0.7%	-22%	32%	i	15%	1.7%	11%
C=CCn1c(O)c(N=NC(=S)Nc2ccccc2F)c2ccccc21	19%	11%	-0.4%	-4.8%	18%	i	-12%	-9.7%	3%

One compound at a time (already shown). Values in the order: M17LAP inhibition, Siah-1 displacement, West Nile virus CPE, XIAP displacement, P. falciparum M1AAP, Yfh1-depleted yeast, human PMI inhibitors, CSM14.1 death rescue, Salmonella PhoP GFP
Results for `O=C(NC12CC3CC(CC(C3)C1)C2)C12CC3CC(C1)CC(n1cnc(Cl)n1)(C3)C2` = -16%, -1%, -0.6%, -1.7%, 1%, i, -1%, 1.8%, 8%
Results for `C=CCn1c(O)c(N=NC(=S)Nc2ccccc2F)c2ccccc21` = 19%, 11%, -0.4%, -4.8%, 18%, i, -12%, -9.7%, 3%
Results for `CCCCOc1ccc(-c2csc(N)n2)cc1[N+](=O)[O-]` = -15%, -3%, -1.3%, -3.5%, 10%, i, 3%, -3.0%, -6%

Compound activity (PubChem)
